# Screening results from PubChem BioAssay.
# SIAE primary: blocks human sialic acid acetylesterase. Q9HAT2. SIAE FP-Rh probe binding, fluorescence polarization. inhibition, % at 9.66 µM. hit rate 0.69% among 370,000;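 active = inhibition above a cutoff: mean of compounds within the control limits plus 3 SD of those, cut at about 17% in these data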;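 note: 0% = plate median of compound wells and 100% = probe without SIAE protein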
# HTRA1 inh: HTRA1 (human) protease inhibition; hit rate 0.5% among 340,000; inhibition, % at 5.96 µM; Q92743; recombinant HTRA1, FP-rhodamine activity-based probe, fluorescence polarization; in the data active = inhibition above about 36%;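 note: 0% = enzyme with DMSO and 100% = wells lacking enzyme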
# GC-B act: GC-B (human) receptor activation; HEK293-GC-B cells, CNP EC30, cGMP TR-FRET; 0% at EC30 CNP, 100% saturating CNP; hit rate 0.11% among 370,000; AID 1920062; activation, % at 10 µM;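 active = activation at 10 µM reaching about 35% in either raw or pattern-adjusted values, limit read from the data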
# MBD2 inh: MBD2-methylated oligo binding inhibition; inhibition, % at 4.4 µM; TR-FRET, MBD2 binding to methylated oligonucleotide; hit rate 0.31% among 370,000; Q9UBB5; AID 686964; in the data active = inhibition above about 13%
# rCAG binder: molecules binding r(CAG) RNA repeats. inhibition, % at 3 µM. r(CAG) RNA repeat, TO-PRO-1 dye displacement fluorescence. hit rate 1.3% among 370,000;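 active = inhibition above the plate cutoff, the mean of all test compounds on that plate plus 3 SD, cut at about 35% in these data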;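 note: 0% = DMSO alone and 100% = 100 µM mitoxantrone as full dye displacement; higher means more dye released from RNA so lower well fluorescence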
# TCR-CD3 inh: inhibitors of human TCR-CD3 interaction; inhibition, % at 9.4 µM; TAMRA-labeled TCR probe fluorescence, biochemical; AID 651800; hit rate 0.37% among 360,000; in the data active = inhibition above about 19%;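 note: recombinant mutant TCR 2C K166C tagged with TAMRA read by polarization; 0% = receptor in buffer alone and 100% = receptor with positive control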
# LEDGF integ inh: blocks HIV-1 LEDGF/p75-dependent DNA integration. TR-FRET IN-LEDGF/p75 DNA integration, Eu/Cy5. inhibition, % at 3.7 µM. hit rate 0.64% among 370,000. AID 743269;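 active = inhibition above the screen-wide mean plus 3 SD, cut at about 13% in these data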;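 note: signal is the Cy5 over europium emission ratio at 671 and 618 nm; 0% = plate median of compound wells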
# TDP2 absorb: TDP2 (human) inhibition, absorbance primary screen | hit rate 0.34% among 370,000 | recombinant TDP2, T5PNP hydrolysis, p-nitrophenol absorbance 415 nm | inhibition, % at 12.8 µM;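 active = inhibition above the mean of all tested compounds plus 3 SD, set per campaign, cut at about 25% in these data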;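 note: 0% = DMSO with enzyme and 100% = buffer with substrate but no TDP2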
# Target sequence (O95551 whole entry, looked up): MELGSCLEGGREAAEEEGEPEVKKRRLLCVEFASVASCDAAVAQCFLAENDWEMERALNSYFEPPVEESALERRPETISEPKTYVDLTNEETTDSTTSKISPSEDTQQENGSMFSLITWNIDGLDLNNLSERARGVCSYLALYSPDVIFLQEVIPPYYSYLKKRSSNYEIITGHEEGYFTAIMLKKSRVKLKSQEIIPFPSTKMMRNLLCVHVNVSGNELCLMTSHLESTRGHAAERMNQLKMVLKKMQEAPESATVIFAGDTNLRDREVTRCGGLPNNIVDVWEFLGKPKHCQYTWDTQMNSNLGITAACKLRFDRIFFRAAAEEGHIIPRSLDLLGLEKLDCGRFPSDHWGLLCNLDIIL
#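 Incubation: 2 h at 37 °C; Test system: recombinant human TDP2; Quantity: enzyme 120 nM; Read-out basis: percent inhibition; Medium: 50 mM Tris-HCl pH 7.5 with Mg2+, KCl, DTT, BSA; Repeats: single replicate; Compound: 12.8 µM single point, 1% DMSO; Signal: epi absorbance; Reagent: 5 mM T5PNP chromogenic substrate; Benchmarks: no-enzyme high, DMSO-plus-enzyme low.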
# mABHD4 FP: inhibitors of mouse ABHD4; Q8VD66; purified mABHD4, FP-Rh probe fluorescence polarization; inhibition, % at 8.92 µM; hit rate 0.54% among 370,000; AID 720543;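 active = inhibition exceeding the mean over every tested compound plus 3 SD, cut at about 30% in these data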;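 note: 0% = plate median of compound wells and 100% = S159A mutant with DMSO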
# Target sequence (Q8VD66 whole entry, looked up): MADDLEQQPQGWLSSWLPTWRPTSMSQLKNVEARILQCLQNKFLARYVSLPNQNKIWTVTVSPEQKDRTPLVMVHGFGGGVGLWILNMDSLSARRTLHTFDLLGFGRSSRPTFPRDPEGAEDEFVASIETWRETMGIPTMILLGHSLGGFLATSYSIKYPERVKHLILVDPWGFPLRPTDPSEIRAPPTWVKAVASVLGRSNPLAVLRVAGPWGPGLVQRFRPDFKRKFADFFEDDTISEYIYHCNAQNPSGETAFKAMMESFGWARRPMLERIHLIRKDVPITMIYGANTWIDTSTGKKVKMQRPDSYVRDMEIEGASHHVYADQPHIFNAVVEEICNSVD
#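 Doses – 8.92 µM, single dose · Material – wild-type mouse ABHD4 protein · Replication – single well per compound (singlicate) · Measure – percent inhibition of probe binding, normalized to plate controls · Schedule – 45 min compound pre-incubation plus 60 min probe step, 25 °C · Detection – fluorescence polarization with parallel and perpendicular emission, 525/598 nm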
# PRMT1 inh: blocks human protein arginine methyltransferase 1; hit rate 1.3% among 370,000; inhibition, % at 2.79 µM; recombinant PRMT1, activity-based probe fluorescence polarization;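 active = inhibition above about 21% made by adding two undisclosed values, limit read from the data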
# * hit, by the source's call; nt = no result given. A portion of the library; count on the stated rates, not on these rows.
no.	Compound	SIAE primary	HTRA1 inh	GC-B act	MBD2 inh	rCAG binder
1	CCOC(=O)Nc1ccc2c(c1)N(C(=O)CCN1CCOCC1)c1ccccc1S2=O (stereo unspecified)	4	-2	3	-11	-1
2	Cc1ccc(CSc2nnc(Nc3ccc(C)cc3)s2)cc1	-7	-2	1	2	3
3	COc1ccccc1-n1nnnc1SCC(=O)Nc1cc(C)on1	-3	-4	4	0	0
4	Cc1ccc(S(=O)(=O)N/N=C\C=C\c2ccccc2)cc1	1	-8	-6	0	4
5	CCC(CC)c1nnc(NC(=O)[C@@H](NC(=O)c2cccc(C)c2)C(C)C)s1	13	-1	3	-6	-2
6	C#CC1(O)CCC2C3CCc4cc(O)cc(C)c4C3CCC21C (stereo unspecified)	-1	-13	4	-5	3
7	O=S(=O)(N1CCCCC1)N1CCN(S(=O)(=O)N2CCCCC2)CC1	1	-1	3	-3	3
8	Nc1ccccc1NC(=O)CCn1c(=S)[nH]c2ccccc2c1=O	-2	-1	-9	-4	3
9	Cc1ccccc1OCCSc1nnc(-c2cccnc2)n1N	0	-2	-2	8	-3
10	S=c1[nH]nc(-c2ccccc2)n1C1C=CCCC1 (stereo unspecified)	3	-6	7	3	3
11	N#C/C(=C\c1c(N2CCC(C(N)=O)CC2)nc2ccccn2c1=O)S(=O)(=O)c1ccc(Cl)cc1	-16	-1	8	-1	2
12	Cc1sc[n+](CC(=O)c2ccc(Br)cc2)c1C	2	-2	-2	-5	4
13	CC(C)Oc1ccc(S(=O)(=O)N2CCOCC2)cc1NC(=O)C1CCCC1	-7	4	-3	0	0
14	Cc1cccc(CN2C[C@]34CC[C@@H](C[C@@H]3S2(=O)=O)O4)c1	-3	-3	-1	-1	1
15	CNCc1ccccc1OCc1ccc(F)cc1	6	3	-8	2	0

no.	TCR-CD3 inh	LEDGF integ inh	TDP2 absorb	mABHD4 FP	PRMT1 inh
1	7	1	7	-1	7
2	1	-2	9	-1	3
3	6	-2	-1	3	-2
4	-1	-6	-6	-3	4
5	-9	0	3	-3	-3
6	-6	3	-15	-14	-3
7	3	2	5	-1	-2
8	5	0	-7	1	0
9	8	0	9	-6	-4
10	8	-2	2	-5	1
11	9	-4	-7	-3	2
12	8	2	-2	1	1
13	7	-3	5	-2	2
14	5	-2	4	1	-1
15	5	0	-5	3	-2

# Going on with the list.
no.	Compound	SIAE primary	HTRA1 inh	GC-B act	MBD2 inh	rCAG binder
16	Cc1ccc(S(=O)(=O)N2CCOCC2)cc1C(=O)N1C(=O)c2cccc(N)c2C1=O	-4	0	-1	3	6
17	CC(=O)c1c(C)[nH]c(C(=O)CSc2nnc(C)s2)c1C	0	6	-3	0	2
18	Cc1ccc2[nH]c3c(c2c1)CN(C(C)C)CC3	2	-1	-4	-6	5
19	CC(=O)N1CCN(c2cc(-c3ccccc3)nc3cc(-c4cccc(Cl)c4)nn23)CC1	-6	-25	-7	4	3
20	N=c1c(C(=O)NC2CCCCC2)cc2c(=O)n3ccccc3nc2n1CCc1ccccc1	92*	1	-5	-3	5
21	O=C(NCCN1CCOCC1)/C(=C/c1ccc(F)cc1)NC(=O)c1ccccc1	-3	0	-2	2	0
22	O=C(OCc1c(-c2ccccc2)ncc2ccccc12)c1cccc(Br)c1	-2	1	-1	1	2
23	CCOC(=O)C1=NNC2(CC(=O)N(c3cccc(C)c3)C2=O)C1 (stereo unspecified)	-8	6	-2	-2	1
24	CC(=O)Nc1ccc(CN2CCN(C3CCCCC3)C(CCO)C2)cc1 (stereo unspecified)	4	0	2	-2	-4
25	O=C(O)/C(=C\c1cccs1)Sc1nnc(-c2ccc(F)cc2)o1	-4	-1	-1	-4	3
26	CCNc1nc(SC(C)C(=O)Nc2ccccc2)nc(N2CCOCC2)n1 (stereo unspecified)	2	0	-19	4	-6
27	C[N+](C)(CCOc1ccccc1)Cc1ccccc1 (tested in a mixture with another compound)	14	7	-1	-6	10
28	O=C(CN1CCCC1)NC(=O)NC1CCCC1	6	4	3	1	-1
29	Cc1ccccc1Nc1nc(N)nc(CSCC(=O)Nc2cccc(Br)c2)n1	2	-9	-11	1	0
30	CCOc1ccc2nc(SCC(=O)NC(=O)NCc3ccco3)[nH]c2c1	0	7	-5	-1	3

no.	TCR-CD3 inh	LEDGF integ inh	TDP2 absorb	mABHD4 FP	PRMT1 inh
16	4	2	6	8	6
17	1	-1	4	4	9
18	-4	1	4	1	4
19	1	-4	2	-7	-3
20	3	3	3	0	-1
21	8	-2	19	2	-4
22	-3	-1	0	5	1
23	-5	-1	-15	-1	0
24	-8	-3	-1	-8	0
25	-4	-2	-13	6	7
26	-5	4	-1	7	0
27	11	5	7	4	3
28	-4	-5	4	3	6
29	-3	-4	-1	1	2
30	3	0	7	10	0

# Some of these compounds in order of SMILES length, low to high:
no.	Compound	SIAE primary	HTRA1 inh	GC-B act	MBD2 inh	rCAG binder
28	O=C(CN1CCCC1)NC(=O)NC1CCCC1	6	4	3	1	-1
27	C[N+](C)(CCOc1ccccc1)Cc1ccccc1 (tested in a mixture with another compound)	14	7	-1	-6	10
18	Cc1ccc2[nH]c3c(c2c1)CN(C(C)C)CC3	2	-1	-4	-6	5
17	CC(=O)c1c(C)[nH]c(C(=O)CSc2nnc(C)s2)c1C	0	6	-3	0	2
24	CC(=O)Nc1ccc(CN2CCN(C3CCCCC3)C(CCO)C2)cc1 (stereo unspecified)	4	0	2	-2	-4
26	CCNc1nc(SC(C)C(=O)Nc2ccccc2)nc(N2CCOCC2)n1 (stereo unspecified)	2	0	-19	4	-6
30	CCOc1ccc2nc(SCC(=O)NC(=O)NCc3ccco3)[nH]c2c1	0	7	-5	-1	3
22	O=C(OCc1c(-c2ccccc2)ncc2ccccc12)c1cccc(Br)c1	-2	1	-1	1	2
21	O=C(NCCN1CCOCC1)/C(=C/c1ccc(F)cc1)NC(=O)c1ccccc1	-3	0	-2	2	0
20	N=c1c(C(=O)NC2CCCCC2)cc2c(=O)n3ccccc3nc2n1CCc1ccccc1	92*	1	-5	-3	5
16	Cc1ccc(S(=O)(=O)N2CCOCC2)cc1C(=O)N1C(=O)c2cccc(N)c2C1=O	-4	0	-1	3	6

no.	TCR-CD3 inh	LEDGF integ inh	TDP2 absorb	mABHD4 FP	PRMT1 inh
28	-4	-5	4	3	6
27	11	5	7	4	3
18	-4	1	4	1	4
17	1	-1	4	4	9
24	-8	-3	-1	-8	0
26	-5	4	-1	7	0
30	3	0	7	10	0
22	-3	-1	0	5	1
21	8	-2	19	2	-4
20	3	3	3	0	-1
16	4	2	6	8	6

# Later entries.
no.	Compound	SIAE primary	HTRA1 inh	GC-B act	MBD2 inh	rCAG binder
31	Cc1ccccc1-n1nnnc1SCC(=O)NNC(=O)c1ccc(NC(=O)CC#N)cc1	-12	-8	-1	4	13
32	O=C(O)COc1ccc(/C=C/C(=O)c2ccc(C3CCCCC3)cc2)cc1	-6	-33	-2	-5	48*
33	Cc1cc(C)cc(NC(=O)c2cc(C)n(Cc3cccs3)c2C)c1	10	-10	-1	1	2
34	COc1ccc(S(=O)(=O)N2CCC[C@H]2C(=O)N2CCC[C@H]2C(=O)NCc2ccccn2)cc1C	0	nt	1	3	0
35	O=S(=O)(Nc1cccc(S(=O)(=O)N2CCCC2)c1)c1ccc(Cl)cc1	-6	11	0	3	36*
36	Cc1cccc2cc(-c3ccccc3)c(-c3ccccc3)c[n+]12	1	56*	8	-1	4
37	CCc1ccc(CNC(=O)c2ccc(OC3CCN(C(=O)COC)CC3)cc2)nc1	8	3	9	2	-10
38	COc1ccc(CNCC(=O)Nc2cccc(S(N)(=O)=O)c2)cc1	2	-3	-2	2	-1
39	CCCn1cnc2cc(NC(=O)c3ccco3)ccc21	-3	1	-7	3	-3
40	COC(=O)C1=C(C(=O)OC)SC(=C2C(=S)C(C)(C)N(C(=O)C3CC3)c3ccccc32)S1	16	45*	3	-1	-2
41	COc1ccc(OC)c(N(CC(=O)NC2CC3CCC2C3)S(=O)(=O)c2ccccc2)c1 (stereo unspecified)	6	-4	4	4	-6
42	O=C(c1ccccc1)c1ccc(OCC(O)CNCc2ccc(Cl)cc2)cc1 (stereo unspecified)	12	-14	-13	-4	-6
43	COC(=O)c1ccc(Cl)c(NC(=O)CSc2ncn[nH]2)c1	4	4	-2	3	1
44	COC(=O)c1ccc2nc(C)c(C)nc2c1	-1	8	-3	-5	0
45	CCN(CC(=O)NCCC1=CCCCC1)S(=O)(=O)c1ccccc1	0	-6	-5	1	-8
46	N#Cc1c(N)nc(SC2CCCCC2=O)c(C#N)c1-c1ccco1 (stereo unspecified)	-21	-21	2	0	23

no.	TCR-CD3 inh	LEDGF integ inh	TDP2 absorb	mABHD4 FP	PRMT1 inh
31	-11	-6	-2	-31	2
32	7	2	1	-30	0
33	-1	-6	-1	8	-2
34	2	0	2	6	2
35	-10	-4	-9	-11	2
36	3	0	-4	17	4
37	-3	-1	-5	4	-2
38	-2	-5	-4	11	4
39	-3	-7	-9	-3	1
40	1	-2	-8	5	-4
41	-5	-6	2	18	4
42	3	4	2	11	-4
43	3	0	-3	-3	1
44	-3	4	-4	-2	-3
45	-1	0	9	3	0
46	3	1	-2	1	19
